High-throughput results as filed in PubChem.
VLA-4 inh: inhibition in a human VLA-4 binding assay; P13612; VLA-4 expressing cells, ligand binding flow cytometry; inhibition, % (about 7 µM as worked out from the volumes in the protocol); hit rate 0.2% among 330,000; AID 2557; in the data active = inhibition above about 50%
CIT2 TOR yeast: alters CIT2-GFP fluorescence in TOR pathway yeast screen | hit rate 0.065% among 320,000 | S. cerevisiae CIT2-GFP strain, flow cytometry, 3 h; 100 means same as DMSO wells | GFP response vs DMSO, % at 10 µM;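 active = GFP response relative to DMSO above a set limit, near the screen mean plus 3 SD, cut at about 150% in these data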;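 also: ratio of well median GFP fluorescence to mean of DMSO wells on the plate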
GRK2 inh: human GRK2 inhibition via aptamer displacement; inhibition of aptamer binding, % at 10 µM; hit rate 0.59% among 330,000; bead flow cytometry, FAM-aptamer displacement from GRK2;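 active = inhibition of aptamer binding above 40%, roughly 3 SD of noise, on plates passing a quality check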;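 also: median bead fluorescence of bound FAM aptamer so fluorescent compounds give negative values; no value below 0 was filed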
Target sequence (P25098 whole entry, looked up): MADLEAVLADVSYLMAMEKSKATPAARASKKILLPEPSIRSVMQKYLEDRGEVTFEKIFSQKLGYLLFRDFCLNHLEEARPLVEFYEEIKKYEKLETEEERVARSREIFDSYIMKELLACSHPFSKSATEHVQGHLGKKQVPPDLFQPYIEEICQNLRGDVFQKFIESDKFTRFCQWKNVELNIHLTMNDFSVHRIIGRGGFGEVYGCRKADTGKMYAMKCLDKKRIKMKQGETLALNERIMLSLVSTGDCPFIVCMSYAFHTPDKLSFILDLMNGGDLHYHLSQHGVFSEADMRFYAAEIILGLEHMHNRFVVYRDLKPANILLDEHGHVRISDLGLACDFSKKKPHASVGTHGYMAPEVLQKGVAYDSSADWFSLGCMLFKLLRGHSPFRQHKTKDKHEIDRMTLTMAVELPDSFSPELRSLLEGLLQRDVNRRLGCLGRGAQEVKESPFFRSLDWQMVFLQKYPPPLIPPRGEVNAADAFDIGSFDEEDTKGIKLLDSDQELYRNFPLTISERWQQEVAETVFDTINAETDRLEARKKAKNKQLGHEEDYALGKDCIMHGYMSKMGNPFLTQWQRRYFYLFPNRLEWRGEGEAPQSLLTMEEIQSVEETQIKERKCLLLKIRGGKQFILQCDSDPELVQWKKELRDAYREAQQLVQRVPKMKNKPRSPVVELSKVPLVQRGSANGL
LAP4 TOR yeast: yeast TOR pathway LAP4-GFP modulation; S. cerevisiae LAP4-GFP multiplex, flow cytometry GFP, 3 h; median GFP as percent of DMSO wells; hit rate 0.34% among 320,000; AID 2023; GFP response vs DMSO, % at 10 µM;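 active = GFP response vs DMSO above a set limit, about the screen mean plus 3 SD, cut at about 150% in these data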
AGP1-GFP MLPCN: yeast TOR pathway AGP1-GFP modulation; GFP response vs DMSO, % at 10 µM; S. cerevisiae AGP1-GFP multiplex flow cytometry, 3 h; GFP as percent of DMSO wells; hit rate 0.02% among 320,000;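 active = GFP response relative to DMSO above a set limit, near screen average plus 3 SD, cut at about 150% in these data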;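 also: median GFP channel fluorescence of the gated AGP1 strain per well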
JMJD2C inh: blocks human GASC-1 demethylase activity; AID 2099; hit rate 0.069% among 330,000; inhibition, % at 2.35 µM; GST-JMJD2C(1-420) H3K9me3 demethylation, DELFIA europium; Q9H3R0;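 active = more than half of a compound's replicate wells show inhibition beyond 50%, single wells judged on their own value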;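 also: signal counts dimethyl H3K9 product captured on neutravidin plate; 0% = median of DMSO wells and 100% = 0.3 times that DMSO median; strong numbers were not always called active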
Target sequence (Q9H3R0 1-420 limits assumed): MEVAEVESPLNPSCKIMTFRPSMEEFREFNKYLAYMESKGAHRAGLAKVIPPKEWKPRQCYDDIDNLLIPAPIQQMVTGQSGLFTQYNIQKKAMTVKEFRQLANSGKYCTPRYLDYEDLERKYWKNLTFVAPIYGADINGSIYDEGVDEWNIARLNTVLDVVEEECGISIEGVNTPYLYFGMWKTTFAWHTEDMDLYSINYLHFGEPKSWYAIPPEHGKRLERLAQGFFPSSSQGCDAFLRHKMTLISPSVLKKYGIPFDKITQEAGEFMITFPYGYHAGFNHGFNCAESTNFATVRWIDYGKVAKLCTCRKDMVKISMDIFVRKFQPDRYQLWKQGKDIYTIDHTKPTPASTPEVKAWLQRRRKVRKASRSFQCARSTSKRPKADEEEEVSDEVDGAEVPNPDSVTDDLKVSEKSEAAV
RPL19A-GFP yeast: yeast TOR pathway RPL19A-GFP modulation. S. cerevisiae RPL19A-GFP strain, flow cytometry, 3 h; stronger effect = lower value. percent response vs DMSO, % at 10 µM. hit rate 0.3% among 330,000. AID 2025;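 active = percent response vs DMSO below 50%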;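 also: median channel GFP fluorescence of the barcoded RPL19A-GFP strain; ratio of sample median GFP to plate DMSO average so 100% = DMSO; lower means less RPL19A-GFP as with rapamycin TOR inhibition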
MEP2 TOR yeast: alters MEP2-GFP fluorescence in TOR pathway yeast screen; S. cerevisiae MEP2-GFP strain, flow cytometry GFP, 3 h; 100% = DMSO control level; hit rate 0.51% among 330,000; GFP response vs DMSO, % at 10 µM;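 active = GFP response versus DMSO above a set limit, roughly screen mean plus 3 SD, cut at about 180% in these data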;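 also: median GFP fluorescence of the barcode-gated MEP2-GFP cells per well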
An asterisk follows results filed as active; i = inactive; / = no result given; & = joins results of further samples.

The line under a structure holds: GRK2 inh	MEP2 TOR yeast	AGP1-GFP MLPCN	CIT2 TOR yeast	LAP4 TOR yeast	RPL19A-GFP yeast	JMJD2C inh	VLA-4 inh
Cc1ccc(-n2c(Cc3cccn3C)nnc2SCC(=O)NC2CCCCC2)cc1
→ 0	101	102	100	103	97	3	17
COc1ccc(C(=O)CCS(=O)(=O)c2ccc(F)cc2)cc1OC
→ 5	109	99	97	90	96	4	19
Brc1ccc(/C=N/Nc2nc3ccccc3o2)cc1
→ 0	110	98	96	102	100	0	6
CCOc1ccc(NC(=O)CN2C(=O)NC3(CCCC3)C2=O)cc1S(=O)(=O)N1CCCCC1
→ 0	92	96	92	95	97	-4	10
COc1cc(Cl)c(C)cc1NC(=O)CN1CCCCCC1
→ 0	102	97	98	95	93	1	-2
CCCn1nnc(NC(=O)c2ccc(-c3ccccc3)cc2)n1
→ 2	108	96	95	120	100	4	5
Cn1c(=O)cc(OCCCC(=O)Nc2ccccn2)c2ccccc21
→ 1	111	101	100	92	95	-1	0
O=C(NCC(=O)N1CCCCCCC1)c1ccccc1Br
→ 0	92	107	91	104	97	0	-1
CC(C)(C)NS(=O)(=O)c1ccc(NC(=O)C2CCCO2)cc1 (stereo not drawn)
→ 1	105	103	100	88	104	1	4
COc1ccc(C(CC(=O)c2ccc(O)cc2)S(=O)(=O)c2ccc(C)cc2)cc1 (stereo not drawn)
→ 3	103	104	100	111	96	6	0

The line under a structure holds: GRK2 inh	MEP2 TOR yeast	AGP1-GFP MLPCN	CIT2 TOR yeast	LAP4 TOR yeast	RPL19A-GFP yeast	JMJD2C inh	VLA-4 inh
COc1cc(NC(=O)c2oc3ccccc3c2C)ccc1NC(=O)c1ccco1
→ 5	109	106	108	111	110	2	-21
Cn1nc(C(=O)NCc2ccccc2)c2c1-c1ccccc1S(=O)(=O)C2
→ 1	94	104	103	112	96	-1	32
CNc1ccc(Oc2c(F)c(F)nc(F)c2F)cc1
→ 3	106	99	99	97	103	-17	0
O=C(Cn1cnc2c(cnn2-c2ccc(Cl)cc2)c1=O)NCCc1ccccc1
→ 0	118	106	113	108	103	2	11
CC(=O)Nc1ccc2c(COC(=O)[C@@H](NS(=O)(=O)c3ccc(C)cc3)C(C)C)cc(=O)oc2c1
→ 3	96	94	104	87	96	-4	8
COc1ccc(N2CCN(C(=O)CN(c3cccc(OC)c3)S(=O)(=O)c3ccccc3)CC2)cc1
→ 0	100	100	106	104	96	-5	-31
COc1cccc(CN2CC(C(=O)NCC3CCOCC3)CCC2=O)c1 (stereo not drawn)
→ 0	110	109	107	98	108	1	5
CC(C)(C)OC(=O)C[C@@H]1C/C=C\C[C@H](CC(=O)N(CCO)Cc2ccccc2)C(=O)N2CCC[C@H]2COC1=O
→ 0	/	92	93	93	97	8	13
Cc1cccc(Cn2c(N3CCc4ccccc4C3)nc3c2c(=O)[nH]c(=O)n3C)c1
→ 1	110	101	99	102	101	-9	-9
CCOc1ccc(S(=O)(=O)NCCC(=O)NCc2ccccn2)cc1
→ 2	94	101	89	108	95	-4	13

The line under a structure holds: GRK2 inh	MEP2 TOR yeast	AGP1-GFP MLPCN	CIT2 TOR yeast	LAP4 TOR yeast	RPL19A-GFP yeast	JMJD2C inh	VLA-4 inh
Cc1cc(C)nc(Nc2nc3ccccc3[nH]2)n1
→ 0	100	104	102	114	97	3	4
N#Cc1c(NC(=O)CSc2nc3ccccc3s2)sc2c1CCCC2
→ 1	103	91	103	80	107	-1	-2
Cc1ccc(S(=O)(=O)N2[C@@H](c3ccc(Br)cc3)C(C(=O)O)=CC[C@H]2c2ccc(Cl)c(Cl)c2)cc1
→ 0	100	100	97	101	105	/	-7
Cc1nc(CSc2n[nH]c(=O)n2-c2cccc(F)c2)cs1
→ 1	92	102	97	98	98	/	-8
CC(Oc1ccc(Cl)cc1C(N)=O)C(=O)N1CCc2ccccc21 (stereo not drawn)
→ 0	96	94	102	96	98	6	-3
CC(C)C(NC(=O)CNC(=O)OC(C)(C)C)C(=O)NCc1ccc(Cl)cc1 (stereo not drawn)
→ 1	102	101	102	97	103	-18	-13
CC1=NN(c2ccc(C)cc2)C(=O)/C1=C\c1ccc(Br)s1
→ 6	98	102	102	98	107	1	7
Cc1nc2ccc(C(=O)N(C)CC3CCCN(CCc4ccc(Cl)cc4)C3)cc2[nH]1 (stereo not drawn)
→ 0	106	106	105	94	102	3	12
Cc1cc(/C=C2\SC(=O)N(C)C2=O)c(C)n1-c1ccc(S(N)(=O)=O)cc1
→ 0	100	103	100	/	94	3	-1
CC(=O)Nc1cc(OC(C)=O)c2nonc2c1OC(C)=O
→ 5	100	96	96	98	99	17	-4

Six entries out of the list above, arranged by the value under VLA-4 inh, low to high.
The line under a structure holds: GRK2 inh	MEP2 TOR yeast	AGP1-GFP MLPCN	CIT2 TOR yeast	LAP4 TOR yeast	RPL19A-GFP yeast	JMJD2C inh	VLA-4 inh
CC(=O)Nc1cc(OC(C)=O)c2nonc2c1OC(C)=O
→ 5	100	96	96	98	99	17	-4
CC(Oc1ccc(Cl)cc1C(N)=O)C(=O)N1CCc2ccccc21 (stereo not drawn)
→ 0	96	94	102	96	98	6	-3
Cc1cc(/C=C2\SC(=O)N(C)C2=O)c(C)n1-c1ccc(S(N)(=O)=O)cc1
→ 0	100	103	100	/	94	3	-1
Cc1cc(C)nc(Nc2nc3ccccc3[nH]2)n1
→ 0	100	104	102	114	97	3	4
O=C(Cn1cnc2c(cnn2-c2ccc(Cl)cc2)c1=O)NCCc1ccccc1
→ 0	118	106	113	108	103	2	11
Cn1nc(C(=O)NCc2ccccc2)c2c1-c1ccccc1S(=O)(=O)C2
→ 1	94	104	103	112	96	-1	32

New compounds follow
The line under a structure holds: GRK2 inh	MEP2 TOR yeast	AGP1-GFP MLPCN	CIT2 TOR yeast	LAP4 TOR yeast	RPL19A-GFP yeast	JMJD2C inh	VLA-4 inh
CCc1ccc(Nc2ccc(C(N)=O)cc2[N+](=O)[O-])cc1
→ 1	101	98	99	88	105	8	11
COc1cc(O)c(C(CC(=O)N2CCCCC2)c2ccc3c(c2)OCO3)c(OC)c1 (stereo not drawn)
→ 0	106	105	94	97	100	3	3
CCOc1ccc(/C(O)=C2/C(=O)C(=O)N(c3ncccn3)C2c2ccc(C)cc2)cc1 (stereo not drawn)
→ 6	98	100	89	98	96	-1	2
COc1ccc(NC(=O)COC(=O)C2CC2)cc1S(=O)(=O)N1CCCCC1
→ 1	100	109	96	105	106	1	3
C=CCOc1ccc(/C=N/NC(=O)C(=O)Nc2ccccn2)cc1OC
→ 0	105	100	103	96	107	19	9
CCn1c(C(=O)NCc2cccnc2)cc2sc(Cl)cc21
→ 0	106	107	103	108	106	-5	-2
CC(C)(C)C(=O)NCCCc1nc2ccccc2n1CCCOc1ccc(Cl)cc1
→ 0	95	98	98	96	97	-10	4
O=C(Nc1cccnc1)c1ccc([N+](=O)[O-])s1
→ 7	107	99	97	110	95	-7	19
Cc1nn(-c2ccc(F)cc2)c2c1cc(C#N)c1nc3ccccc3n12
→ 0	101	87	87	96	89	4	-2
COc1ccc(NC(=S)NC2CC3CCC2C3)c(OC)c1 (stereo not drawn)
→ 0	113	106	112	106	112	-6	4

Reprinted from the part before: 2 entries, then new ones.
The line under a structure holds: GRK2 inh	MEP2 TOR yeast	AGP1-GFP MLPCN	CIT2 TOR yeast	LAP4 TOR yeast	RPL19A-GFP yeast	JMJD2C inh	VLA-4 inh
Cc1nn(-c2ccc(F)cc2)c2c1cc(C#N)c1nc3ccccc3n12
→ 0	101	87	87	96	89	4	-2
COc1ccc(NC(=S)NC2CC3CCC2C3)c(OC)c1 (stereo not drawn)
→ 0	113	106	112	106	112	-6	4
COc1ccc2nc(C)cc(SCC(=O)O)c2c1
→ 0&0	99&93	103&84	96&79	92	98&85	3&-4	7&0
CS(=O)(=O)N1CCN(CC2CC3C=CC2C3)CC1 (stereo not drawn)
→ 0	101	92	107	80	100	2	4
COc1ccc(C(=O)NC(=O)COC(=O)C2COc3ccccc3O2)cc1 (stereo not drawn)
→ 0	105	107	92	103	108	1	6
Cn1c(=O)c2c(nc(Cc3ccccc3)n2C)n(C)c1=O
→ 0	106	102	102	97	103	-2	14
O=C(Nc1nnc(CSCc2ccc(Cl)cc2)s1)c1cccc([N+](=O)[O-])c1
→ 0	105	102	101	96	100	-1	16
COc1ccc(C(=O)Nc2ccccc2-c2nnn(CC(=O)Nc3ccc4c(c3)OCCO4)n2)cc1
→ 0	110	106	118	100	107	5	-1
COc1ccc(N(CC(=O)N2CCc3ccccc32)S(=O)(=O)c2c(C)n[nH]c2C)cc1
→ 2	108	117	/	118	121	5	3
COc1ccc(NC(=S)Nc2ccccc2F)c(OC)c1
→ 0	109	101	103	108	101	-14	4
COc1ccc(C2/C(=C(/O)c3ccc4c(c3)CC(C)O4)C(=O)C(=O)N2CCCn2ccnc2)cc1 (stereo not drawn)
→ 0	114	105	109	98	109	2	11
COc1ccc(OC)c(Nc2nc(-c3ccc(O)c(O)c3)cs2)c1
→ 0	101	94	94	108	93	-36	18

The line under a structure holds: GRK2 inh	MEP2 TOR yeast	AGP1-GFP MLPCN	CIT2 TOR yeast	LAP4 TOR yeast	RPL19A-GFP yeast	JMJD2C inh	VLA-4 inh
COc1ccc(S(=O)(=O)N2CCN(C(=S)Nc3ccc(S(N)(=O)=O)cc3)CC2)cc1
→ 1	96	87	87	67	107	5	-1
CNC(=S)NNc1nc(-c2ccccc2)c2cc(Cl)ccc2n1
→ 2	98	90	85	96	96	8	0
CCn1c(CSc2nc3ccccc3s2)nnc1SCC(=O)OC(C)(C)C
→ 0	101	99	103	97	95	i	17
CCCn1c(=N)n(CC(O)COc2ccc(C)cc2)c2ccccc21 (stereo not drawn)
→ 0	101	108	101	133	97	4	7
Fc1ccc(N=c2ssnc2Cl)c(F)c1
→ 2	93	97	93	118	95	-4	1
O=C(Nc1cccnc1)c1ccc(Cl)c(S(=O)(=O)N2CCc3ccccc32)c1
→ 0	101	96	98	98	102	5	5
Cc1ccc(C)c(SCC(=O)N(C)C2CCS(=O)(=O)C2)c1 (stereo not drawn)
→ 4	86	92	91	94	90	0	-8
Clc1cccc(Cl)c1/C=N/Nc1c(Cl)cncc1Cl
→ 2	98	82	81	107	98	9	-3
COc1ccccc1CCn1c(N)cc(=O)[nH]c1=O
→ 0	105	103	104	111	98	-17	-7
CC(C)c1cccc(C(C)C)c1NC(=O)CN1C(=O)NC2(CCCC2)C1=O
→ 0	107	102	107	98	101	-4	-4

The line under a structure holds: GRK2 inh	MEP2 TOR yeast	AGP1-GFP MLPCN	CIT2 TOR yeast	LAP4 TOR yeast	RPL19A-GFP yeast	JMJD2C inh	VLA-4 inh
CCN(CC(=O)Nc1ccccc1OC)C(=O)C1CCC1
→ 4	101	105	95	103	96	-7	9
CC1CCN(CCOc2ccc(OCc3ccccc3)cc2)CC1
→ 0	105	102	111	100	106	3	-13
CCNC(=O)c1oc2c(c1C)C(=O)CC(C)(C)C2
→ 0	100	102	99	94	102	-1	6
CN1CCN(C(=O)CCC(=O)c2ccc(F)cc2)CC1
→ 1	104	101	98	97	103	1	-3
Cc1ccc(C2CN(CCC(N)=O)C(=O)CO2)cc1 (stereo not drawn)
→ 1	99	94	108	112	105	9	10
CCC(=O)N1CCc2cc(S(=O)(=O)N3CCN(c4ccccc4)CC3)ccc21
→ 0	99	94	94	85	93	-3	-13
CN(Cc1cccs1)c1ncnc2sccc12
→ 2	107	108	100	101	100	0	1
COc1ccc(C(=O)N/N=C(/C)c2cccc(NC(=O)C(F)(F)F)c2)cc1
→ 0	99	104	99	96	106	0	3
Cc1onc(-c2ccccc2Cl)c1C(=O)Nc1ccc(-c2cn3cccnc3n2)cc1
→ 1	106	99	94	101	99	1	-2
COC(=O)C1CC(O)CN1C(=O)NC1CCCCC1 (stereo not drawn)
→ 0	95	110	91	103	93	34	13
O=C(c1ccc(CS(=O)(=O)c2ccc(Br)cc2)o1)N1CCN(c2ccccn2)CC1
→ 2	96	111	103	97	106	17	-19
COc1cc(N=C(N)N=C(N)N)cc(OC)c1
→ 3	94	116	108	102	93	4	-20
